GSK3 alpha inh: blockers of GSK3A enzyme activity – biochemical, luminescence, cell-free homogeneous, HTS, primary screen | GSK-3 alpha kinase, ADP-Glo luminescence, 60 min | actives 0.1% (n = 320,000) | AID 2650, 2010 | Glycogen synthase kinase-3 alpha (Homo sapiens), P49840 | inhibition, % at 10 µM;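 in the data active = inhibition above about 50%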;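 also: GST-tagged GSK-3 alpha with peptide substrate and 25 µM ATP; 0% = DMSO neutral wells and 100% = GW8510 positive control wells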
HSF-1 act: HSF-1 activators, primary screen, NIH3T3-HGL cells, MG132 stress, luminescence, single point; NIH3T3-HGL HSF-1 luciferase reporter, 8 h; 100% = twice DMSO control signal; activation, % at 9 µM; actives 1.7% (n = 300,000);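 active = mean replicate activation of at least 50% with a set share of replicates each reaching 50%; inconclusive = only one of those two conditions met; inactive = mean below 50% and too few replicates reaching it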;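 also: 0% = median of the neutral control wells and 100% = twice that signal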
AI-2 QS mod: Vibrio harveyi AI-2 quorum sensing modulators, primary screen, JMH597 strain, luminescence/OD600 ratio; AID 2094, 2009; Vibrio harveyi JMH597 AI-2 luminescence/OD600 ratio, 9 h; active compounds read low; strain lacks LuxN and CqsS sensors; 0 = neutral-control median; actives 0.4% (n = 300,000); activity change, % at 7.5 µM; in the data active = activity change below about -75%, passing the limit was not always enough; inconclusive = no clear call, values can overlap the other calls;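 also: luminescence divided by OD600 gain over 9 h not by final OD600 alone; inactives centre near 13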
HDAC3 inh: HDAC3 deacetylase inhibitors, primary screen, biochemical, fluorescence, cell-free homogeneous | recombinant HDAC3, fluorogenic peptide/trypsin coupled | inhibition, % at 8.3 µM | actives 0.15% (n = 320,000) | AID 2718, 2010; in the data active = inhibition above about 26%, passing the limit was not always enough; inconclusive = no clear call, values can overlap the other calls
Target sequence (O15379 whole entry, looked up): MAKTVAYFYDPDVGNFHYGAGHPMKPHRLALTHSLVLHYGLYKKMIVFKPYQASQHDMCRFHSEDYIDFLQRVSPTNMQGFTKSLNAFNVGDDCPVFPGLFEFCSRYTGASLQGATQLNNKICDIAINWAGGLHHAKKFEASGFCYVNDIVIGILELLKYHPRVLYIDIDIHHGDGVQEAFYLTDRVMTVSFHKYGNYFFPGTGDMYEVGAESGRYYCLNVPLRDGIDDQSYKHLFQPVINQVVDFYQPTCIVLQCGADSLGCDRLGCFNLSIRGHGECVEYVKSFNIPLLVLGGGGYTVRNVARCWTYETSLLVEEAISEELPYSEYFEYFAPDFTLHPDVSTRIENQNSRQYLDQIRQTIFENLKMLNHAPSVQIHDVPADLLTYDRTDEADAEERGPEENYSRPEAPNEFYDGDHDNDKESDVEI
PolyA inh: polyadenylation inhibitors in yeast reporter cells, primary screen, luminescence, S. cerevisiae; S. cerevisiae SKY197-pL101 polyadenylation reporter, beta-gal luminescence; efflux-impaired pdr1/pdr3 knockout yeast; score 100 = 6 SD above DMSO; calls only at 12 µM; actives 0.02% (n = 300,000);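 active = lowest replicate activity score at least 50, where 100 means six control SD above control mean; inconclusive = lowest score under 50 but half or more replicates reach 50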;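 also: yeast exposed to compound for 9 h at 30 °C; higher score means more reporter readthrough which indicates perturbed polyadenylation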
GSK3B inh: human GSK3beta kinase inhibitors, primary screen, biochemical, cell-free homogeneous, HTS | Glycogen synthase kinase-3 beta (Homo sapiens), P49841 | AID 2097, 2009 | actives 0.038% (n = 300,000) | GST-GSK3beta kinase, ADP-Glo luminescence, 60 min; active compounds read low | activity score (negative = inhibition), % at 10 µM;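 active = more than half of replicate wells score below -50%, meaning over 50% inhibition versus plate controls; inconclusive = some replicates but at most half score below -50%; inactive = no replicate scores below -50%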;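 also: 0% = median DMSO wells and -100% = median GW8510 positive control wells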
Target sequence (P49841 whole entry, looked up): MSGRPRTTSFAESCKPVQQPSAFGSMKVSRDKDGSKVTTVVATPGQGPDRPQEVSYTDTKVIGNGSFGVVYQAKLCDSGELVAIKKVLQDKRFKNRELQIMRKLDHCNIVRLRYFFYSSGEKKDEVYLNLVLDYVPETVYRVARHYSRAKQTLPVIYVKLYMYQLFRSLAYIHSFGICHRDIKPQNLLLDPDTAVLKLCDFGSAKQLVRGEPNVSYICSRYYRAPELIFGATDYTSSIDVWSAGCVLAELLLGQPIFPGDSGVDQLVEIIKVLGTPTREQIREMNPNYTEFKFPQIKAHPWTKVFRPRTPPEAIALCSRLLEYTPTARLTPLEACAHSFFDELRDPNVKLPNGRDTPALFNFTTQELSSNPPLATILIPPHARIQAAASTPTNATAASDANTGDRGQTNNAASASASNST
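Test system: GST-tagged human GSK3beta kinase, cell-free; evaluation: activity score scaled between in-plate DMSO and GW8510 controls; measured by: ADP-Glo luminescence; incubation: 60 min reaction, RT; benchmarks: DMSO and 20 µM GW8510; reagent: peptide substrate plus 25 µM ATP (final); medium: Tris/MgCl2 kinase buffer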
HSP90 refold inh: HSP90 inhibitors, primary screen, cell lysate, luminescence; Heat shock protein HSP 90 (rabbit reticulocyte lysate; luciferase refolding); Rabbit reticulocyte lysate, luciferase refolding luminescence, 3 h; inhibition, % at 5.6 µM; actives 0.91% (n = 290,000);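 active = inhibition above the screen-wide mean plus 3 SD, computed separately per campaign, cut at about 16% in these data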;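 also: 0% = DMSO wells and 100% = 60 µM geldanamycin wells; inhibitors lower the luminescence because luciferase stays unfolded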
HSF1 inhib: HSF1 inhibitors in luciferase reporter cells, primary screen, cell-based, NIH3T3, luminescence; actives 0.77% (n = 300,000); NIH3T3-HGL HSE-luciferase, MG132-induced, luminescence 8 h; active compounds read low; activity change, negative = inhibition, % at 7.5 µM (by protocol);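 active = more than half of replicate wells show activity change below -50%, luminescence cut by over half; inconclusive = some wells, but at most half, below -50%; inactive = no replicate well below -50%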;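 also: luciferase reports HSF-1 transcriptional activity via heat shock element; 0% = median of DMSO wells and -100% = zero luminescence signal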
Dyrk1A ADPGlo: rat Dyrk1A kinase inhibitors, primary screen, biochemical, single point, plate reader. actives 0.43% (n = 310,000). Dual specificity tyrosine-phosphorylation-regulated kinase 1A (Rattus norvegicus), Q63470. ADP-Glo luminescence, NFATc1 peptide. AID 504441, 2011. inhibition, % at 12.5 µM; in the data active = inhibition above about 50%;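 also: plate controls were vehicle with enzyme for no effect and no enzyme for full effect; many of its hits are not listed in these tables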
Platelet DG rel: inhibitors of platelet dense granule secretion, primary screen, cell-based, MLPCN, human platelets; human platelet-rich plasma, SFLLRN dense granule ATP release, luminescence; inhibition, %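 (compounds screened at 7.5 µM in platelet-rich plasma)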; actives 0.22% (n = 300,000);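 active = mean replicate score, as percent of positive control, at or above 50; inconclusive = mean below 50 but at least one replicate at or above 50; inactive = mean and every replicate below 50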
* hit, by the source's call; i = inactive; ? = inconclusive; . = no result given.

SMILES	GSK3 alpha inh	HSF-1 act	AI-2 QS mod	HDAC3 inh	PolyA inh	GSK3B inh	HSP90 refold inh	HSF1 inhib	Dyrk1A ADPGlo	Platelet DG rel
CC1=NN(C(=O)c2c(Br)cnn2C)C(O)(C(F)(F)F)C1 (centres undefined)	-1	-8	12	-8	i	2	-2	-1	-1	0
COc1ccc(CNc2nc3c(c(=O)n(Cc4ccc(F)cc4)c(=O)n3C)n2C)cc1	-4	14	22	8	i	2	-2	1	-17	-4
O=[N+]([O-])c1cccc(S(=O)(=O)N/N=C/c2ccc(O)cc2)c1	-4	-12	18	9	i	5	-4	-1	.	1
CC(c1ccccc1)N1CC(C(=O)Nc2nccs2)CC1=O (centres undefined)	4	17	16	6	i	-4	-2	1	-1	6
CC(C)(C)C(=O)Nc1ccc(N2CCN(c3ccc(C(F)(F)F)cn3)CC2)nc1	1	-4	16	-4	i	0	1	-4	-3	-7
Cc1c(NC(=O)NCc2ccccc2)c(=O)n(-c2ccccc2)n1C	2	7	31	1	i	0	-2	6	0	15
CCOC(=O)Cc1ccc(NS(=O)(=O)c2ccc(SC)cc2)cc1	-2	8	?	10	i	0	0	-2	8	-8
O=C(Nc1ccccc1F)C1CCCN(S(=O)(=O)c2ccccc2)C1 (centres undefined)	13	-8	-19	-2	i	0	-2	0	-2	4
COc1cccc(-c2nc3sc4c(c3c(=O)[nH]2)CCCCC4)c1	.	53*	22	.	i	-18	-6	26	-16	6
O=C(CN1CCCCC1)N/N=C/c1ccccc1Br	-2	12	3	-5	i	0	-2	0	15	-1
COc1ccc(NC(=O)CCSc2ccc(C)cc2)cc1S(=O)(=O)Nc1ccccc1Cl	-2	6	27	11	i	-1	1	7	-2	-4
CS(=O)(=O)N(CCc1ccccc1)CC(=O)N1CCN(c2ccc(F)cc2)CC1	-2	0	10	0	i	0	4	10	-4	-7
O=C(CCc1nnc(CCCCc2ccccc2)o1)NCCn1cccn1	-1	17	32	-2	i	1	1	1	0	2
O=C(O)c1cccc(NN=C2c3ccccc3-c3ccccc32)c1	.	12	30	.	i	0	-4	7	.	-1
NC(=O)CC(c1ccccc1)c1ccc2c(c1)OCO2 (centres undefined)	-2	12	-3	-9	i	2	4	-1	6	-2
COc1ccccc1NC(=O)CSc1nnnn1C	1	?	3	3	i	-2	0	16	-7	-6
CC(Cl)c1cc(-c2ncc(C(F)(F)F)cc2Cl)no1 (centres undefined)	-5	24	-1	-2	i	2	3	-1	-2	0
Cc1ccc(NC(=O)CNC(C)c2ccccc2)cc1 (centres undefined)	-2	20	-3	7	i	-5	7	-2	-1	-2
Cn1ccnc1C(O)c1cc(C(C)(C)C)c(O)c(C(C)(C)C)c1 (centres undefined)	-2	-19	10	3	i	0	-5	3	-6	-2
Cc1csc(NC(=O)CSC2=NCCS2)n1	0	1	2	1	i	-1	2	1	8	-2
CCCCc1nnc(NC(=O)C2CC(=O)N(Cc3ccccc3)C2)s1 (centres undefined)	-1	-14	15	6	i	-2	-6	-1	2	-11
CCOc1ccc(NC(=O)C2CC3CCC2C3)cc1 (centres undefined)	4	34	21	3	i	-5	.	6	.	2
O=C(N[C@H]1CC1c1ccccc1)c1ccc([N+](=O)[O-])cc1 (some centres undefined)	0	49	.	-4	i	1	5	25	10	-10
O=C(NC1CCCCC1)N1CCN(c2ccccc2Cl)CC1	-1	-8	16	-6	i	3	-2	-1	-12	-3
Cc1ccc(NC2CCCN(C(=O)CN3C(=O)CSC3=O)C2)cc1C (centres undefined)	3	4	5	.	i	-1	4	-10	-9	-13
N=c1sccn1CC(=O)NCCc1ccc(Cl)cc1	-2	12	20	0	.	2	2	0	0	3
CC(=O)Nc1ccc(S(=O)(=O)NCCc2cc3c(C)ccc(C)c3[nH]c2=O)cc1	-2	0	14	1	i	1	1	3	12	16
CN(Cc1c(F)cccc1Cl)c1ccc(S(=O)(=O)N2CCOCC2)cn1	-3	-3	19	2	i	-4	0	-5	0	-6
FC(F)(F)c1cc(C(F)(F)F)c2ccc(N3CCOCC3)nc2n1	-3	3	13	4	i	0	-3	-5	-2	-6
CCN(CC)S(=O)(=O)c1ccc(C)c(NC(=O)COc2ccc(Br)cc2Cl)c1	-2	-16	20	5	i	-1	1	-10	2	-8
Cc1cc(Cl)cc2sc(NC(=O)C3CC3)nc12	-1	-6	21	-2	i	-1	0	6	3	-1
CC1=C(C(=O)OCc2ccccc2)C(c2ccc([N+](=O)[O-])cc2)NC(=O)N1 (centres undefined)	0	46	5	-6	i	2	-4	4	-5	9
Cc1ccc(NC(=O)C(Cc2ccccc2)n2cccc2)cc1 (centres undefined)	-1	-6	31	5	i	0	7	5	-2	13
O=Cc1cn(CC(=O)Nc2ccc(F)cc2)c2ccccc12	-1	16	12	0	i	0	5	5	2	-3
CC(=O)Nc1cc(S(=O)(=O)Nc2cccc(C)c2)c(C)cc1C	0	-4	8	1	i	-1	6	0	-2	-1
COc1cccc(/C=N/NC(=O)CSc2ccccc2C)c1OC	-5	1	19	-1	i	1	5	2	-5	-2
CC(=O)N(CCc1cccc(C)c1)Cc1cc2cc(C)ccc2[nH]c1=O	-1	-4	9	-2	i	-2	-1	-2	.	0
CCN(C(=O)c1ccc(NC(=O)Cc2ccccc2)cc1)c1ccccc1	-2	5	16	1	i	-4	-5	-2	1	2
O=C(Cc1ccc(Cl)cc1)NC(=S)Nc1ccccc1N1CCOCC1	-2	.	.	-8	.	.	0	.	2	.
Cc1ccc(N2C(=O)C(CN3CCCCC3)C2c2ccccc2)cc1 (centres undefined)	0	-4	27	0	i	2	1	-4	-2	0
O=C(Cn1c(NCCO)nc2ccccc21)c1ccccc1	-2	44	5	7	i	4	-3	5	5	1
O=C(CSc1nnc(-c2ccco2)n1-c1ccccc1)NCCc1ccccc1	-2	7	11	0	i	-4	-3	6	6	-3
N=C1/C(=C\c2ccc(OC(=O)c3ccccc3Cl)cc2)C(=O)N=C2SC(N3CCOCC3)=NN12	0	28	24	4	i	-1	-1	10	.	3
O=C(NCCCn1ccnc1)C(=O)NCC1OCCCN1S(=O)(=O)c1ccc(F)cc1 (centres undefined)	.	-3	15	-1	i	1	-4	8	-7	0
CC(=O)O[C@H]1CC[C@@]2(C)[C@@H](CC[C@@H]3[C@@H]2CC[C@]2(C)[C@@H](C(C)(C)O)C[C@@H]32)C1	-6	6	41	-9	i	3	.	-2	-1	5
COc1ccc(C(O)(CCN2CCCCC2)C2CCCCC2)cc1 (centres undefined)	-1	-3	25	3	i	2	-2	-9	6	10
Cc1c(C(c2ccc(O)cc2)c2c(C)n(C)n(-c3ccccc3)c2=O)c(=O)n(-c2ccccc2)n1C	-1	2	10	-4	i	1	1	3	-2	0
O=c1ccc2cc3c(-c4ccccc4)coc3cc2o1	3	26	6	-6	i	-3	5	7	29	0
O=C1c2ccccc2C(=O)N1OCc1cccc(Cl)c1	.	5	11	-2	i	1	1	-2	-4	-1
COc1ccc(OC)c(NC(=O)CCN2CCC(C)CC2)c1	-2	-27	7	-7	i	-3	2	-17	0	-2
CCOC(=O)C1=C(O)C(=O)N(c2ccc(S(N)(=O)=O)cc2)C1c1ccc(Br)cc1 (centres undefined)	-1	13	17	2	i	-2	0	-3	-4	-16
Cc1ccc(NC(=O)CSc2n[nH]c(-c3cccnc3)n2)cc1Cl	-1	-1	18	-3	i	-3	-4	10	15	5
CCn1c(SCc2cc(=O)n3ccsc3n2)nc2ccccc21	-1	-6	12	4	i	1	-4	7	.	-2
CS(=O)(=O)Nc1nc2n(n1)C(c1ccccc1)C=C(c1ccc(Br)cc1)N2 (centres undefined)	-4	-3	21	-21	.	0	-2	3	-7	0
Cc1cc(C)c(C)c(S(=O)(=O)Nc2ccc(O)cc2)c1C	-3	-9	7	2	i	3	-1	-6	-5	0
O=C(c1ccc(S(=O)(=O)N2CCC(c3nc4ccccc4[nH]3)CC2)cc1)N1CCOCC1	0	2	10	-5	i	0	-1	-4	2	-9
Cc1nc(NC(C)C(=O)O)c2nc(C)oc2n1 (centres undefined)	-1	-3	14	4	i	-1	0	4	1	0
CC(C)Cn1c(SCC(=O)Nc2cc(Cl)c(Cl)cc2Cl)nc(O)cc1=O	-4	-4	40	-1	i	4	.	-4	-6	5
COCCNC(=O)c1ccc(CS(=O)(=O)c2ccccc2C)o1	-2	-3	-4	-3	i	3	0	-2	2	0
O=C(Cn1nc(-c2ccccc2)ccc1=O)Nc1ccc(NC(=O)c2ccccn2)cc1	0	1	11	0	i	-1	-2	1	2	1
Next part
SMILES	GSK3 alpha inh	HSF-1 act	AI-2 QS mod	HDAC3 inh	PolyA inh	GSK3B inh	HSP90 refold inh	HSF1 inhib	Dyrk1A ADPGlo	Platelet DG rel
CCn1c(SCC(=O)Nc2cc(C)nn2-c2ccccc2)nnc1-c1cccs1	-2	-14	11	3	i	-2	-2	0	.	-14
COc1ccc(CNC(=O)CN(Cc2ccc(F)cc2)C(=O)CCC(=O)Nc2nccs2)cc1	4	1	6	8	i	-15	-6	1	-8	-9
Cn1nnnc1SCC(=O)N(C1CCCCC1)C1CCS(=O)(=O)C1 (centres undefined)	-4	-3	-3	-2	i	2	2	-1	-1	-7
COc1cc(CNc2ncc(-c3ccc(Br)cc3)n2C)cc(OC)c1OC	-2	10	-7	17	i	-5	7	0	1	0
O=C(COC(=O)c1cc(S(=O)(=O)N2CCCCC2)ccc1N1CCOCC1)c1ccc(F)cc1	-1	13	43	-7	i	2	.	8	6	-2
COCCCNC(=O)c1ccc2c(c1)ncn2-c1ccccc1OC	.	-11	23	.	i	-6	-2	-1	-2	-5
CC(=O)Nc1cccc(-n2nnc(SCC(=O)N(C)c3ccccc3)n2)c1	2	31	13	2	i	0	1	10	.	-8
Cc1ccc(CNC(N)=S)cc1	1	2	20	0	i	-1	1	-4	-3	-1

High-throughput results deposited in PubChem by several laboratories.

Only part of the results is shown, so the mix of outcomes need not match the whole.
